GalR3 antagonist: GalR3 antagonists in HEK293 cells, primary screen, cell-based, fluorescence readout; HEK293 GalR3-CNG cAMP membrane potential fluorescence; galR3 body fused to GalR1 C-terminus; inhibition, % at 3 µM; 360,000 compounds, 0.44% hits; AID 651719, 2012;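 active means inhibition above the screen-wide average plus 3 SD, cut at about 13% in these data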;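 further: forskolin and galanin both at EC90 stimulate the cells; cAMP rise reported by CNG channel membrane potential dye signal; 0% = forskolin plus galanin with DMSO and 100% = forskolin alone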
Target sequence (O60755 1-299 limits assumed): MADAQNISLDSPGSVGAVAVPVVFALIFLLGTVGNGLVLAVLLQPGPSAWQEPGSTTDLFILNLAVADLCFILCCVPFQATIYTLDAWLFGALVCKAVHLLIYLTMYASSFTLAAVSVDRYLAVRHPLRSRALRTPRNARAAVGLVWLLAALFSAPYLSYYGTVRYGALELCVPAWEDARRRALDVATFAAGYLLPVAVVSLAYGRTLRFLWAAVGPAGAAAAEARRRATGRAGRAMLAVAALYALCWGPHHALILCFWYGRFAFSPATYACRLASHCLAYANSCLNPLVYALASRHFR
MEKK2mut PB1 HTS: MEK5 binding signal on mutant MEKK2 PB1, primary screen, biochemical, multiplex bead flow cytometry, Alexa488-MEK5; Alexa488-MEK5 binding to MEKK2 mutant; percent response, % at 10 µM; 290,000 compounds, 0.35% hits; in the data active means percent response above about 24%, passing the limit was not always enough; further: inactives centre near 1; some results filed as inactive read as strong as hits; reference of the scale not given here
MEKK3 PB1 HTS: modulators of MEKK3-MEK5 PB1 binding, primary screen, biochemical, wildtype MEKK3, multiplex bead flow cytometry, Alexa488-MEK5; bead-based flow cytometry, Alexa488-MEK5 binding to MEKK3; actives lie on both sides; 0 = blocked by unlabeled MEK5, 100 = vehicle; binding response (% of control), % at 10 µM; 290,000 compounds, 1.4% hits;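 active means binding response more than 3 SD above or below the average of its plate-row segment, actives on both sides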;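 further: Alexa488 bead fluorescence after subtracting the streptavidin-only scavenger bead signal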
Target sequence (Q99759 whole entry, looked up): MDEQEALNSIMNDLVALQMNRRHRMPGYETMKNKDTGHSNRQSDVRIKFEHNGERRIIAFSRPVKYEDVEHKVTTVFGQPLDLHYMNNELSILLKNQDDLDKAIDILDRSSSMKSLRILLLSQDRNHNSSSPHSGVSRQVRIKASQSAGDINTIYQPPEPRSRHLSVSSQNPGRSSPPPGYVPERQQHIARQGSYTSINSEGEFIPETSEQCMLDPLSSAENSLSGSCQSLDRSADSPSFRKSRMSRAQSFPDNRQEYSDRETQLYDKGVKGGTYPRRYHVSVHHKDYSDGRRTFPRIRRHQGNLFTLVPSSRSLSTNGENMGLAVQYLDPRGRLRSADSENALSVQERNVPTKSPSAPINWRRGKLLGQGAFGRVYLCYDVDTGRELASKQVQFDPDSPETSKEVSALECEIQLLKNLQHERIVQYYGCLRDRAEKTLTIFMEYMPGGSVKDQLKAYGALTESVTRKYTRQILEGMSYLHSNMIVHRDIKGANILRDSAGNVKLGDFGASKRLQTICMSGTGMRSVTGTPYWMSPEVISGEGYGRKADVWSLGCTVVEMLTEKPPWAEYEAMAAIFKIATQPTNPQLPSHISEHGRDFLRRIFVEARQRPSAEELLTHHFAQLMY
DNA FID counter: compounds displacing fluorescent DNA intercalator, primary screen, artefact control for HCV NS3 helicase inhibitor project, biochemical, FID fluorescence | DNA fluorescent intercalator displacement | inhibition, % at 7.9 µM | 290,000 compounds, 0.17% hits | AID 1845, 2009; in the data active means inhibition above about 37%;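 further: 0% = vehicle and 100% = reference compound; higher means more ethidium bromide displaced from hairpin DNA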
SUMO HTRF inh: inhibitors of in vitro SUMOylation cascade, primary screen, biochemical, HTRF, uHTS; SUMO-conjugating enzyme UBC9 (Homo sapiens), P63279; HTRF SUMOylation assay, SAE1/SAE2 + UBC9; inhibition, % at 35 µM; 290,000 compounds, 0.36% hits; in the data active means inhibition above about 50%, passing the limit was not always enough; further: strong numbers were not always called active
Target sequence (P63279 whole entry, looked up): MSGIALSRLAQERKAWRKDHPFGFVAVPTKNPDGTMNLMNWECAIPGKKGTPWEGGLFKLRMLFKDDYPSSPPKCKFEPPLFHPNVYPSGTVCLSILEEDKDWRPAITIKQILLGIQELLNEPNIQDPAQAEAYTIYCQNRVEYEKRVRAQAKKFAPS
CRFR2-BP antag: antagonists of CRF-BP/CRF-R2 complex, primary screen, cell-based, HEK293, calcium dye fluorescence, uHTS; 350,000 compounds, 0.59% hits; inhibition, % at 11.8 µM; CRF-induced calcium fluorescence;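 active means inhibition of the ligand-induced calcium signal above about 50% at the single tested concentration, limit read from the data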
NS3 helicase inh: inhibitors of HCV NS3 helicase, primary screen, biochemical, Cy5 molecular beacon fluorescence; Hepatitis C virus NS3 helicase; NS3 helicase DNA unwinding; inhibition, % at 10.9 µM; 290,000 compounds, 0.56% hits; AID 1800, 2009;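 active means inhibition above the mean of all tested compounds plus 3 SD, set per campaign, cut at about 35% in these data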;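 further: 0% = DMSO wells and 100% = thioflavine S control wells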
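Assay system – hepatitis C virus NS3 helicase domain fragment enzyme · Buffer or medium – MOPS pH 6.5, MgCl2, DTT, Tween20, BSA · Reagent – Cy5/quencher beacon DNA duplex and ATP to start · Compound – single 10.9 µM dose · Timing – 1 h at 25 °C · Technique – Cy5 beacon fluorescence read at start and 1 h · Measure – % inhibition of unwinding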
MEKK2wt PB1 HTS: modulators of MEK5 binding to wildtype MEKK2, primary screen, biochemical, multiplex bead flow cytometry, Alexa488-MEK5; 290,000 compounds, 1.1% hits; binding response (% of control), % at 10 µM; AID 1531, 2009; Alexa488-MEK5 binding to MEKK2 WT; actives lie on both sides; in the data active means binding response below about 67% or above about 130%
CRFBP-R2 agonist: agonists of CRF-BP/CRF-R2 complex, primary screen, cell-based, HEK293, calcium dye fluorescence, uHTS; 350,000 compounds, 0.46% hits; calcium dye fluorescence (FLIPR); percent of saturating CRF peptide response; activation, % at 13.2 µM;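 active means activation of at least 50%, plus an integration ratio under a set limit after plate pattern correction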;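 further: plate controls were neutral control wells without compound for no effect and CRF at EC100 for full effect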
Numbers without * were called inactive; · = not tested or not shown; [ ] = dose if it differs, or a comment. This is a subset, so the mix of outcomes need not match the whole.

The first 2 records, to show the layout:
SMILES	GalR3 antagonist	MEKK2mut PB1 HTS	MEKK3 PB1 HTS	DNA FID counter	SUMO HTRF inh	CRFR2-BP antag	NS3 helicase inh	MEKK2wt PB1 HTS	CRFBP-R2 agonist
Cc1c(CCC(=O)N2CCC[C@H]2C(=O)O)c(=O)oc2cc3oc4c(c3cc12)CCCC4	·	4	104	-18	24	8	19	107	-0.3
COc1ccc(CN2C(=O)c3cccnc3C2=O)cc1S(=O)(=O)NCc1ccc(C)o1	-9	5	106	-22	2	2	9	104	-1.6

The listing, from the first entry:
SMILES	GalR3 antagonist	MEKK2mut PB1 HTS	MEKK3 PB1 HTS	DNA FID counter	SUMO HTRF inh	CRFR2-BP antag	NS3 helicase inh	MEKK2wt PB1 HTS	CRFBP-R2 agonist
Cc1c(CCC(=O)N2CCC[C@H]2C(=O)O)c(=O)oc2cc3oc4c(c3cc12)CCCC4	·	4	104	-18	24	8	19	107	-0.3
COc1ccc(CN2C(=O)c3cccnc3C2=O)cc1S(=O)(=O)NCc1ccc(C)o1	-9	5	106	-22	2	2	9	104	-1.6
O=C(CC(CC(=O)c1ccccc1)C(=O)O)c1ccccc1	-5	-2	104	-16	-2	-2	-3	99	-1.1
Cc1onc(-c2ccccc2Cl)c1C(=O)NCc1ccccc1	1	5	104	-5	-2	14	4	105	0.5
COc1ccc(CN2C(=O)c3ccccc3C2C(=O)NCC2CCCO2)c(OC)c1 (stereo unspecified)	0	-9	103	-17	8	-22	4	102	0.2
C/C(=N\NC(=O)C1CC1)c1ccc(C)c(C)c1	-1	-4	97	-6	8	3	3	102	-0.6
O=C(CCn1c(=O)oc2ccccc21)NC1=NCCS1	-9	2	102	-4	-47	13	1	100	-1.6
CCOC(=O)c1c(NC(=O)CSc2nc3ccccc3c(=O)n2-c2ccc(F)cc2)sc(C(C)=O)c1C	-3	-2	90	-1	3	-8	17	91	3.9
CC(C)c1ccccc1NC(=S)NCc1ccccc1F	-4	-2	93	-5	8	-7	6	90	0.8
COc1cccc(CN2CC(C(=O)NCCCn3ccnc3C)CCC2=O)c1 (stereo unspecified)	-2	5	104	-1	5	3	4	106	1.1
O=CN1CCCN(C(=O)CC2C(=O)NCCN2Cc2cccc(Oc3ccccc3)c2)CC1 (stereo unspecified)	-5	4	103	-36	18	10	2	108	-2.2
Cc1ccc2c(c1)C(O)(CC(=O)c1ccc3c(c1)OCO3)C(=O)N2 (stereo unspecified)	-4	6	107	-6	-5	38	2	107	-0.4
Cc1cc(NN)nc(NS(=O)(=O)c2ccccc2Cl)n1	-6	-3	100	-8	-6	9	2	96	-1.4
CC(Oc1cc2oc(=O)c3c(c2cc1Cl)CCC3)C(=O)NCc1ccccn1 (stereo unspecified)	2	-2	93	-41	8	8	13	98	-0.4
N#Cc1cn(Cc2ccncc2)c(=O)[nH]c1=O	-2	-17	85	2	10	15	-1	81	-3.1
COc1ccccc1CC(NC(C)=O)C(=O)N1CCN(C(=O)Nc2ccccc2Cl)CC1 (stereo unspecified)	-7	-3	101	-15	1	-17	0	101	-2.2
Cc1c(Cl)cnn1CC(=O)NC1C(=O)N2C(C(=O)O)=C(CSc3nnnn3C)CSC12 (stereo unspecified)	4	0	97	-28	-1	5	20	96	-0.9
O=C(CN1C(=O)CSC1=O)Nc1ccccc1F	-5	3	101	-1	26	0	11	100	0.8
Cc1ccc(S(=O)(=O)/N=C(/Sc2ccccc2C(=O)O)c2ccccc2)cc1	2	-8	101	-14	7	-9	13	97	19
Cc1ccc(SCC(=O)Nc2cccc(C(=O)NC(C)(C)C)c2)cc1	4	-2	98	-21	-22	8	-2	102	0.2
COC(=O)C(Cc1ccc(O)cc1)NC(=O)C12CC3CC(CC(C3)C1)C2 (stereo unspecified)	-7	-7	99	-11	13	1	-3	97	0.1
Cc1nn(C(=O)c2ccco2)c(C)c1Sc1ccc([N+](=O)[O-])cc1	-2	9	106	-1	16	-22	2	103	4.8
Cc1cccc(CSc2cn(CC(=O)N3CCOCC3)c3ccccc23)c1	-1	34	113	-26	13	-8	-12	113	0.2
O=C(CSc1nncs1)Nc1ccc2c(c1)OCCO2	-3	-6	87	-2	-13	-9	6	97	1.2
Cn1cnnc1SCC(=O)NCCC(c1ccccc1)c1ccccc1	0	3	100	-11	5	9	-2	101	-0.4

More structures follow.
SMILES	GalR3 antagonist	MEKK2mut PB1 HTS	MEKK3 PB1 HTS	DNA FID counter	SUMO HTRF inh	CRFR2-BP antag	NS3 helicase inh	MEKK2wt PB1 HTS	CRFBP-R2 agonist
CN(C)C(=O)N1CCC(C(=O)NCc2ccccc2)CC1	-6	-20	1.0*[inhibitor]	0	2	-4	0	-2.0*[inhibitor]	-0.3
Cc1occc1-c1nnc(SCC(=O)N2CCN(c3ccccc3F)CC2)n1C	-2	0	96	-25	-2	·	5	99	·
CCOC(=O)CCC(=O)NCc1ccc2[nH]c(C)cc2c1	-4	-5	82*[inhibitor]	-14	-26	14	-2	81	-1.4
O=C(O)c1ccc(NS(=O)(=O)c2ccc(N3CCCC3)c([N+](=O)[O-])c2)cc1	-12	9	101	-12	20	-14	-8	105	-1.5
CCOc1ccccc1NC(=O)C1CCN(C(=O)c2cccs2)CC1	-2	0	105	-12	13	-7	13	103	-1.2
COc1ccc(S(=O)(=O)NCC2CCCN(C(=O)C3CCCC3)C2)cc1 (stereo unspecified)	-1	-8	84	-22	15	-17	0	91	0.3
Cn1cc(Br)c(C(=O)NNC(=O)c2cccc(Br)c2)n1	-2	·	·	-1	-20	-2	-1	·	0.8
O=S(=O)(N/N=C/c1cccnc1)c1ccc(Cl)c(Cl)c1	-3	-7	99	1	8	-7	4	100	-1.6
CC1CCN(C(=O)C2CCN(S(=O)(=O)c3cnc[nH]3)CC2)CC1	-3	1	99	-1	10	-4	1	100	1.4
CCCOc1ccc(C(=O)C(CCC(CNCC)C(=O)c2ccc(OCCC)cc2)CNCC)cc1 (stereo unspecified)	-1	15	124	26	-14	-57	-61	188*	25
CCC(C)NC(=O)CO/N=C/c1ccc(C(=O)OC)cc1 (stereo unspecified)	-6	1	101	-5	10	14	-10	107	-1.1
COC(=O)C(NC(=O)CCC(=O)N[C@@H](C(=O)OC)c1ccccc1)c1ccccc1 (stereo partly specified)	-9	3	103	-24	18	4	13	97	-0.1
Cc1cc(C)n2nc(SCc3ncc(-c4ccccc4)o3)nc2n1	-1	3	76	·	21	-8	·	90	0.0
NC[C@@H]1O[C@H](O[C@H]2[C@@H](O)[C@H](O[C@@H]3[C@@H](O)[C@H](N)C[C@H](N)[C@H]3O[C@H]3O[C@H](CO)[C@@H](O)[C@H](O)[C@H]3N)O[C@@H]2CO)[C@H](N)[C@@H](O)[C@@H]1O	·	5	104	-1	8	·	-4	104	·
Oc1ccccc1-c1cc(C(F)(F)F)[nH]n1	·	-23	83	-3	-11	·	12	81	·
O=C(CSc1nc2ccccc2o1)N/N=C/c1ccc(O)c(O)c1	-1	-8	92	-1	-13	-5	-3	90	2.6
CCc1ccc(NC(=O)CSc2nc(O)cc(=O)n2C2CCCC2)cc1	-8	-6	107	-6	-11	5	15	91	-0.2
COc1cccc2c(=O)n(CC(=O)Nc3ccc(F)cc3)ccc12	2	14	106	3	14	-2	0	104	-1.1
COc1cc(-c2c(NC(=O)c3ccco3)oc3c(C)cccc3c2=O)cc(OC)c1OC	5	2	101	-44	15	-2	-7	103	-1.1
COC(=O)c1nn(-c2ccccc2)c(=O)cc1O	0	-2	99	-4	-6	9	1	90	0.1
Cc1[nH]c2ccccc2c1C(=O)C(=O)NCc1ccco1	-3	-26	69	2	2	-4	11	77	-0.3
Cc1ccc(C2CC(c3ccccc3C)n3nc(N)nc3N2)cc1 (stereo unspecified)	-2	4	102	-26	-4	-31	-10	101	15
Cc1ccc2nc(N3CCN(C(=O)c4cccs4)CC3)c(C#N)cc2c1	-1	0	99	-2	19	10	3	98	-0.6
COc1ccc(CCNC2=NCCS2)cc1OC	-3	-5	96	-3	4	1	28	95	1.6
OC1(Cc2cc(-c3ccccc3)no2)CCN(CCCc2ccccc2)CC1	-9	16	114	13	10	-1	-31	130	-0.6

Two entries picked at random from the list so far, as already listed:
SMILES	GalR3 antagonist	MEKK2mut PB1 HTS	MEKK3 PB1 HTS	DNA FID counter	SUMO HTRF inh	CRFR2-BP antag	NS3 helicase inh	MEKK2wt PB1 HTS	CRFBP-R2 agonist
Cc1ccc(C2CC(c3ccccc3C)n3nc(N)nc3N2)cc1 (stereo unspecified)	-2	4	102	-26	-4	-31	-10	101	15
COC(=O)C(NC(=O)CCC(=O)N[C@@H](C(=O)OC)c1ccccc1)c1ccccc1 (stereo partly specified)	-9	3	103	-24	18	4	13	97	-0.1

(more compounds)
SMILES	GalR3 antagonist	MEKK2mut PB1 HTS	MEKK3 PB1 HTS	DNA FID counter	SUMO HTRF inh	CRFR2-BP antag	NS3 helicase inh	MEKK2wt PB1 HTS	CRFBP-R2 agonist
COc1ccc(/C=C(/NC(=O)c2ccco2)C(=O)Nc2ccc(C(C)=O)cc2)cc1	-8	-6	97	-19	6	-9	3	96	-0.7
Cc1cc(Oc2ccc(=O)n(C)n2)nc(Oc2ccc(=O)n(C)n2)n1	-3	4	97	-2	14	8	-2	102	-0.8
CCOc1ccc(CCNC(=O)CCc2nc(-c3ccc(OC)cc3)no2)cc1OCC	3	-10	79	-13	4	-1	-4	91	0.2
O=C(NCCCn1ccnc1)c1cc2c(s1)CCCC2	-4	7	103	0	22	0	-6	112	-1.8
COc1ccc(S(=O)(=O)N2CCC(C(=O)N[C@@H](C)C(=O)NC3CC3)CC2)cc1	-7	-2	98	-6	8	-4	5	101	-1.8
C/C(=N\NC(=O)C(=O)Nc1cccc(Cl)c1)c1ccncc1	5	-2	95	-7	3	18	-5	91	-0.3
CCN1CCN(CC(=O)c2c[nH]c3ccc(C)cc23)CC1	-5	-1	98	3	11	-9	2	100	0.2
COC(=O)c1ccc(/C=C2/SC(=S)N(CCCC(=O)Nc3ccccn3)C2=O)cc1	3	-4	85	-7	15	-5	7	86	6.6
CN(CC(=O)Nc1c(Cl)cccc1Cl)C(=O)c1ccncc1	-1	10	103	-2	1	3	4	104	0.8
COc1nnc(-c2ccc(C)cc2)c2ccccc12	-4	0	100	-21	5	6	8	103	0.2
COc1cc(CCC(=O)Nc2ccc(C)c(S(=O)(=O)N(C)C)c2)cc(OC)c1OC	-9	0	97	-21	-8	-7	-3	102	-0.7
CCOC(=O)c1sc(NC(=O)c2ccc(Cl)s2)cc1C	-1	4	111	2	18	15	-4	109	-0.9
CCOc1ccc2cc(C3CC(c4ccco4)=NN3S(C)(=O)=O)c(Cl)nc2c1 (stereo unspecified)	-5	1	100	-29	4	-1	7	91	0.3
CCOC(=O)Cn1nnc(-c2cccc(OC)c2)n1	0	-3	97	-6	16	1	7	97	-1.3
CN(C(=O)CC1C(=O)NCCN1Cc1cccc(F)c1F)C1CCOCC1 (stereo unspecified)	-4	10	104	-6	11	-1	4	110	5.3
COc1cc(C(=O)OCC(=O)NC2CCCC2)cc(OC)c1OC	-7	6	103	-18	1	7	-5	110	1.5
CC(C)(C)c1ccc(OCC(=O)N2CCCCCC2)c(Br)c1	-3	-7	73	-33	2	-6	3	79	-0.5
